KLF5 inh: KLF5 expression inhibitors, primary screen, DLD-1 cells, luminescence; 290,000 compounds, 0.23% hits; AID 1700, 2009; DLD-1 KLF5 promoter-luciferase reporter; inhibition, % at 5 µM;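 active = inhibition above a per-plate limit of that plate's mean compound inhibition plus 3 SD, cut at about 60% in these data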;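 also: 0% = DMSO wells and 100% = LY294002 at 200 µM; higher means less KLF5 promoter-driven luciferase light; inactives centre near -14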
IEC-6 tox: cytotoxicity in IEC-6 intestinal epithelial cells, primary screen, cytotoxicity control for KLF5 inhibitor project, cell-based, luminescence | AID 1825, 2009 | 290,000 compounds, 0.78% hits | IEC-6 cytotoxicity, luminescence viability | inhibition, % at 5 µM; in the data active = inhibition above about 22%;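 also: 0% = plate median of test compound wells and 100% = cytotoxic reference compound wells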
aSyn 5UTR inh: MLPCN primary screen, SNCA 5' untranslated region; alpha-synuclein 5'UTR reporter, inhibitor activity; 300,000 compounds, 0.82% hits; inhibition, % (tested at 7.5 µM); in the data active = inhibition above about 60%; inconclusive = no clear call, values can overlap the other calls;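 also: H4 neuroglioblastoma cells stably carrying SNCA 5'UTR luciferase fusion; 0% = DMSO wells and 100% = positive control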
HSF1 inhib: HSF1 inhibitors in luciferase reporter cells, primary screen, cell-based, NIH3T3, luminescence | AID 2098, 2009 | 300,000 compounds, 0.77% hits | NIH3T3-HGL HSE-luciferase, MG132-induced, luminescence 8 h; hits give low values | activity change, negative = inhibition, % at 7.5 µM (by protocol);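 active = more than half of replicate wells show activity change below -50%, luminescence cut by over half; inconclusive = some wells, but at most half, below -50%; inactive = no replicate well below -50%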;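 also: luciferase reports HSF-1 transcriptional activity via heat shock element; 0% = median of DMSO wells and -100% = zero luminescence signal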
GSK3 alpha inh: blockers of GSK3A enzyme activity – biochemical, luminescence, cell-free homogeneous, HTS, primary screen | Glycogen synthase kinase-3 alpha (Homo sapiens), P49840 | GSK-3 alpha kinase, ADP-Glo luminescence, 60 min | inhibition, % at 10 µM | 320,000 compounds, 0.1% hits | AID 2650, 2010;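 in the data active = inhibition above about 50%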;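 also: GST-tagged GSK-3 alpha with peptide substrate and 25 µM ATP; 0% = DMSO neutral wells and 100% = GW8510 positive control wells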
Target sequence (P49840 whole entry, looked up): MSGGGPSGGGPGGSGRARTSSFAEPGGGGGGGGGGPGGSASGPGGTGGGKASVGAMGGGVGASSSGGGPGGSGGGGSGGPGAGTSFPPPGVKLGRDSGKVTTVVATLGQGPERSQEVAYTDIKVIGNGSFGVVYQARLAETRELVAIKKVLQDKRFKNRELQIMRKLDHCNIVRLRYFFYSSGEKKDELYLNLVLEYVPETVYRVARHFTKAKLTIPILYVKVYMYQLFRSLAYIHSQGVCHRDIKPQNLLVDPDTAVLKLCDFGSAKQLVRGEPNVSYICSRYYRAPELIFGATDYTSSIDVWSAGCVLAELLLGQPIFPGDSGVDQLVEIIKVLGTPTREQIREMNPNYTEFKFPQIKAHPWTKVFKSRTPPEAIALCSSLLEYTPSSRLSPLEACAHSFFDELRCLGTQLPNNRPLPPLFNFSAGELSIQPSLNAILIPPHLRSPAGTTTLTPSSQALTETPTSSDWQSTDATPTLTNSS
HIF act: HIF pathway transcriptional activators, primary screen, cell-based, U2OS HRE-luciferase, luminescence; U2OS HRE-luciferase reporter; normalized: DMSO 0%, desferrioxamine 100%; activation, % at 7.5 µM (by protocol); 300,000 compounds, 0.32% hits; AID 1910, 2009;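 active = mean activation of at least 10% of the iron chelator positive control signal, with at least half of replicates also reaching 10%; inconclusive = mean and replicate majority disagree about reaching 10%; inactive = mean and most replicates under 10%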
GSK3beta inhib: human GSK3beta kinase inhibitors, primary screen, biochemical, cell-free homogeneous, HTS; Glycogen synthase kinase-3 beta (Homo sapiens), P49841; GST-GSK3beta kinase, ADP-Glo luminescence, 60 min; hits give low values; 300,000 compounds, 0.038% hits; activity score (negative = inhibition), % at 10 µM;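 active = more than half of replicate wells score below -50%, meaning over 50% inhibition versus plate controls; inconclusive = some replicates but at most half score below -50%; inactive = no replicate scores below -50%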;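 also: 0% = median DMSO wells and -100% = median GW8510 positive control wells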
Target sequence (P49841 whole entry, looked up): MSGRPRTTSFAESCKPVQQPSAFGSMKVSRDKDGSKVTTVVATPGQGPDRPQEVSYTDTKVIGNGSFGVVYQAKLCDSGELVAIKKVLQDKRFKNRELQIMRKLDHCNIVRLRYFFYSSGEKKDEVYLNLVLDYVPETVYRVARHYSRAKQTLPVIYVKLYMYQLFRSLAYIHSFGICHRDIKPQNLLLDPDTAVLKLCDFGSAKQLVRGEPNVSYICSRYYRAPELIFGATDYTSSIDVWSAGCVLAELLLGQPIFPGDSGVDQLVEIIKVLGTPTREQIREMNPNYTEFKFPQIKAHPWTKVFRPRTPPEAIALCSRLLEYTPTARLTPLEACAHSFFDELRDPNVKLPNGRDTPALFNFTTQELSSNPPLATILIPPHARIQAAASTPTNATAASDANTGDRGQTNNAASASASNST
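test system = GST-tagged human GSK3beta kinase, cell-free | reagent = 25 µM ATP with peptide substrate | dosing = one dose of 10 µM per compound | schedule = 60 min reaction, RT | detection = luminescent ADP-Glo measurement of ADP formed | control set = DMSO neutral wells and GW8510 at 20 µM as positive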
HSF1 activator: HSF-1 activators, primary screen, NIH3T3-HGL cells, MG132 stress, luminescence, single point | NIH3T3-HGL HSF-1 luciferase reporter, 8 h; 100% = twice DMSO control signal | activation, % at 9 µM | 300,000 compounds, 1.7% hits;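 active = mean replicate activation of at least 50% with a set share of replicates each reaching 50%; inconclusive = only one of those two conditions met; inactive = mean below 50% and too few replicates reaching it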;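 also: 0% = median of the neutral control wells and 100% = twice that signal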
AI-2 QS modul: Vibrio harveyi AI-2 quorum sensing modulators, primary screen, JMH597 strain, luminescence/OD600 ratio; Vibrio harveyi JMH597 AI-2 luminescence/OD600 ratio, 9 h; hits give low values; strain lacks LuxN and CqsS sensors; 0 = neutral-control median; activity change, % at 7.5 µM; 300,000 compounds, 0.4% hits; AID 2094, 2009; in the data active = activity change below about -75%, passing the limit was not always enough; inconclusive = no clear call, values can overlap the other calls;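 also: luminescence divided by OD600 gain over 9 h not by final OD600 alone; inactives centre near 13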
HSP90 inh: HSP90 inhibitors, primary screen, cell lysate, luminescence; Rabbit reticulocyte lysate, luciferase refolding luminescence, 3 h; inhibition, % at 5.6 µM; 290,000 compounds, 0.91% hits; AID 1789, 2009;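 active = inhibition above the screen-wide mean plus 3 SD, computed separately per campaign, cut at about 16% in these data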;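 also: 0% = DMSO wells and 100% = 60 µM geldanamycin wells; inhibitors lower the luminescence because luciferase stays unfolded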
An asterisk follows results filed as active; ? = inconclusive; . = not tested or not shown.

#1 COc1ccc(S(=O)(=O)N2CCCC2CNC(=O)C(=O)NCc2cccs2)cc1 (centres undefined)
#2 COc1ccccc1NC(=O)CSc1nc(=O)n(CCN(C)C)c2c1CCCC2
#3 CCOC(=O)C1CCCN(C(=O)C2CCN(S(=O)(=O)c3cnc[nH]3)CC2)C1 (centres undefined)
#4 CCCC(=O)Nc1ccc(S(=O)(=O)Nc2cc(OC)nc(OC)n2)cc1
#5 CS(=O)(=O)c1ccc(-c2nnn(CC(N)=O)n2)cc1
#6 CCC(C)NC(=O)Cc1c(C)c2cc3c(cc2oc1=O)OC(C)(C)CC3 (centres undefined)
#7 O=C(Nc1cccc2cccnc12)c1ccc(Br)cc1Br
#8 COC(=O)c1ccc(CN2CCCC(C(=O)Nc3cccc(-n4cnnn4)c3)C2)cc1 (centres undefined)
assay / entry	1	2	3	4	5	6	7	8
KLF5 inh	.	.	15	-71	-25	-79	-21	-42
IEC-6 tox	.	.	-3	0	-1	8	2	-1
aSyn 5UTR inh	-8	8	19	-12	-6	-118	15	13
HSF1 inhib	-2	-5	-3	-11	-14	23	-3	-6
GSK3 alpha inh	3	0	0	-4	-1	-3	-4	0
HIF act	-0.1	-0.5	1.8	-1.2	-0.5	-9.1	0.2	0.0
GSK3beta inhib	2	-3	3	-22	-3	2	4	1
HSF1 activator	1	8	10	-6	1	35	-6	-8
AI-2 QS modul	14	-1	18	8	10	16	28	11
HSP90 inh	.	.	3	-4	0	7	1	-1

#9 NC(N)=NS(=O)(=O)c1ccc(NC(=S)NC(=O)c2ccc(Br)cc2)cc1
#10 CC(=O)Nc1ccc(NC(=O)CSC2=NCCS2)cc1
#11 Cc1cc(=O)oc2cc(OCCCC[n+]3ccccc3)ccc12
#12 O=C(O)c1ccccc1C(=O)c1ccc(Cl)cc1
#13 CCc1cc(=O)oc2c(CNCc3ccccc3F)c(O)c(Cl)cc12
#14 CC(=O)Nc1nc2ccc(Br)cc2s1
#15 O=C(N/N=C/c1ccc(O)cc1O)c1ccc(CN2C(=O)c3cccc4cccc2c34)cc1
#16 COC(=O)CC1C(=O)NCCN1C(=O)Nc1cccc(Cl)c1 (centres undefined)
assay / entry	9	10	11	12	13	14	15	16
KLF5 inh	-1	-25	-51	-18	0	-132	45	-13
IEC-6 tox	3	0	-6	3	4	-6	34*	2
aSyn 5UTR inh	-18	15	-11	14	4	-107	62*	17
HSF1 inhib	86	-11	-4	-2	13	15	10	-5
GSK3 alpha inh	0	.	-3	-4	-1	1	-2	0
HIF act	-0.3	-0.2	0.6	-0.4	0.9	0.2	13*	0.0
GSK3beta inhib	-4	-1	-5	1	1	-3	1	3
HSF1 activator	114*	0	-12	-1	64*	26	14	6
AI-2 QS modul	16	12	13	3	14	14	5	4
HSP90 inh	0	1	0	1	6	2	0	1

#17 Cc1ccc(-c2nc3ccccc3[nH]2)s1
#18 Cc1ccc(NC(=O)NCc2ccccn2)c(C)c1
#19 O=C(COC(=O)CCCNC(=O)c1ccc(Cl)cc1)NCc1ccccc1Cl
#20 Cn1c(O)c(N=Nc2nc(-c3ccccc3)cs2)c2ccccc21
#21 O=C(Oc1ccccc1O)c1cccc2ccccc12
#22 Cc1cccc(/C=c2\s/c(=C\C(=O)C(C)(C)C)[nH]c2=O)c1
#23 COc1ccc(OC)c(C(=O)/C=C/c2ccccc2C(F)(F)F)c1
#24 N/C(=N\OC(=O)c1ccc(Cl)cc1)c1ccn[nH]1
assay / entry	17	18	19	20	21	22	23	24
KLF5 inh	-136	-26	-9	8	-40	2	-9	-66
IEC-6 tox	6	-6	0	9	-4	8	-5	2
aSyn 5UTR inh	-80	.	2	-126	-39	-4	-198	-77
HSF1 inhib	31	.	-6	-27	-3	6	159	-7
GSK3 alpha inh	.	.	-1	-1	1	-4	-4	4
HIF act	1.6	.	1.2	-20	0.4	2.4	1.0	-1.3
GSK3beta inhib	-2	-1	4	1	1	-1	0	-10
HSF1 activator	51*	.	1	-28	-4	16	212*	14
AI-2 QS modul	14	15	15	30	-5	5	10	11
HSP90 inh	6	-2	3	-1	-6	0	3	15

#25 CC1C(=O)Nc2ccc(S(=O)(=O)Nc3ccccc3Br)cc2NC1=O (centres undefined)
#26 COc1ccc(F)cc1C(=O)C1CCCN(C(=O)CCN2CCCCO2)C1 (centres undefined)
#27 CCC1CCCCN1C(=O)CCc1nnc(C2CCCCC2)o1 (centres undefined)
#28 Cc1ccc(C)c(NC2=C(Cl)C(=O)OC2OC(=O)c2ccco2)c1 (centres undefined)
#29 COCc1cc(C)nc(N2CCNCC2)c1C#N
#30 Cc1cccc(OCC(=O)Nc2cc(S(=O)(=O)N3CCOCC3)ccc2N2CCCC2)c1C
#31 Cc1nc(N2CCOCC2)nc(N2CCCC2)c1[N+](=O)[O-]
#32 Cc1cc(=O)[nH]c(-c2cccs2)n1
assay / entry	25	26	27	28	29	30	31	32
KLF5 inh	4	-21	-29	-9	-36	.	15	-8
IEC-6 tox	10	2	-4	-3	2	.	4	8
aSyn 5UTR inh	2	18	-49	7	-11	-5	17	-22
HSF1 inhib	-2	5	2	17	-4	20	-8	-2
GSK3 alpha inh	0	-1	-4	-7	-2	2	-4	-3
HIF act	-0.1	-0.2	4.2	-0.2	0.4	-1.2	0.5	-0.4
GSK3beta inhib	-6	4	1	6	0	1	-4	-2
HSF1 activator	23	2	26	30	2	9	-14	-1
AI-2 QS modul	13	20	16	15	13	8	11	27
HSP90 inh	-2	2	-1	1	-3	.	2	0

Exported with values under each structure: entries from further up
Every second line gives: KLF5 inh | IEC-6 tox | aSyn 5UTR inh | HSF1 inhib | GSK3 alpha inh | HIF act | GSK3beta inhib | HSF1 activator | AI-2 QS modul | HSP90 inh
28: Cc1ccc(C)c(NC2=C(Cl)C(=O)OC2OC(=O)c2ccco2)c1 (centres undefined)
→ -9 | -3 | 7 | 17 | -7 | -0.2 | 6 | 30 | 15 | 1
29: COCc1cc(C)nc(N2CCNCC2)c1C#N
→ -36 | 2 | -11 | -4 | -2 | 0.4 | 0 | 2 | 13 | -3

(next part)
#33 Cc1ccc(-n2nnnc2Sc2ccc(S(=O)(=O)NCCN(C)C)cc2[N+](=O)[O-])cc1
#34 O=S(=O)(NNC(=S)Nc1ccc(S(=O)(=O)Nc2ncccn2)cc1)c1ccc(Br)cc1
#35 O=C(O)CCCCCN1C(=O)C2CCCCC2C1=O (centres undefined)
#36 CCN1C(=O)N(CC)C2C1N(C(C)=O)C(=O)N2C(C)=O (centres undefined)
#37 CCOc1ccc(N(CC(=O)NC2CCCCC2)C(=O)CNC(=O)c2ccco2)cc1
#38 Cc1cccc(Oc2nc(-c3ccccn3)nc3ccccc23)c1
#39 CC(C)C12CN3CC(C(C)C)(CN(C1)C3c1ccco1)C2=O (centres undefined)
#40 Brc1ccc(CSc2ccc3nnc(-c4ccccn4)n3n2)cc1
assay / entry	33	34	35	36	37	38	39	40
KLF5 inh	4	-35	-8	15	-27	-72	-14	-19
IEC-6 tox	28*	-7	1	-4	1	10	2	1
aSyn 5UTR inh	-93	-15	4	2	16	-111	6	2
HSF1 inhib	-9	-3	-8	-2	-26	34	-6	3
GSK3 alpha inh	1	-2	-3	-1	-1	0	-3	-4
HIF act	-1.7	0.1	-1.0	-0.3	-1.2	3.2	-0.5	-0.3
GSK3beta inhib	24	2	0	0	-2	0	2	1
HSF1 activator	-2	8	-15	2	-37	?	-6	13
AI-2 QS modul	13	17	34	0	14	4	12	13
HSP90 inh	7	1	3	-2	-3	6	-1	0

#41 Cc1ccc(P(=O)(CO)c2ccc(C)cc2)cc1
#42 CC1CCCCC1NC(=O)CSc1ccc([N+](=O)[O-])cc1 (centres undefined)
#43 Cn1c2c(c(=O)n(C)c1=O)C(c1cc3c(cc1Br)OCO3)CC(=O)N2 (centres undefined)
#44 O=C(NN1C(=O)C2C3CCC(O3)C2C1=O)c1ccc(Br)o1 (centres undefined)
#45 Cc1ccc(NC(=O)CN(C)CC(=O)Nc2ccc(N3CCOCC3)cc2)c(C)c1
#46 Cc1ccc(CC(=O)NCc2ccc(Cl)cc2)cc1
#47 COCCNC(=O)CSc1nnc2c(Cl)cc(Cl)cn12
#48 O=C(CN1C(=O)c2ccccc2C1=O)Nc1ccccc1C(=O)NC1CCCCC1
assay / entry	41	42	43	44	45	46	47	48
KLF5 inh	19	-11	-12	-8	-21	-2	-3	-24
IEC-6 tox	0	-2	4	-2	2	4	3	-2
aSyn 5UTR inh	12	12	-4	-10	-3	-76	-21	17
HSF1 inhib	-1	8	-4	-2	-1	1	-7	3
GSK3 alpha inh	0	-3	-3	0	-6	-2	-4	4
HIF act	0.0	0.2	-0.2	-0.2	0.6	1.3	-0.7	-0.1
GSK3beta inhib	.	1	0	5	1	3	-1	-2
HSF1 activator	13	-3	8	3	-2	10	-2	-21
AI-2 QS modul	.	9	-1	11	10	21	16	11
HSP90 inh	5	-6	2	2	-7	-4	2	-1

#49 N#Cc1cc2c(nc1Cl)CCCC2
#50 CN(C)S(=O)(=O)Nc1cccc(-c2cn3c(n2)SCC3)c1
#51 CCN(CC1CCCN(CCc2cccc(OC)c2)C1)C(=O)C=C(C)C (centres undefined)
#52 CNC(=O)N(O)C1N(NC(=O)Nc2ccccc2)C(=S)SC1(C)C (centres undefined)
#53 Cc1ccccc1Cn1cnc2c(oc3ccccc32)c1=O
#54 Cc1nnc(SCc2nnc(-c3ccccc3Br)o2)n1-c1ccccc1
assay / entry	49	50	51	52	53	54
KLF5 inh	-20	-17	-45	-6	-30	11
IEC-6 tox	-1	-7	-2	-2	12	3
aSyn 5UTR inh	20	16	18	-4	-5	26
HSF1 inhib	-4	2	8	-2	10	-8
GSK3 alpha inh	-1	-5	4	-3	-1	-1
HIF act	-0.3	0.7	0.7	-0.4	0.6	.
GSK3beta inhib	-2	6	2	-1	-3	-1
HSF1 activator	-2	-6	11	0	11	27
AI-2 QS modul	14	22	14	-3	18	13
HSP90 inh	-3	-6	11	0	-1	1

Molecules from the list above that have a COOH group (two):
#12 O=C(O)c1ccccc1C(=O)c1ccc(Cl)cc1
#35 O=C(O)CCCCCN1C(=O)C2CCCCC2C1=O (centres undefined)
assay / entry	12	35
KLF5 inh	-18	-8
IEC-6 tox	3	1
aSyn 5UTR inh	14	4
HSF1 inhib	-2	-8
GSK3 alpha inh	-4	-3
HIF act	-0.4	-1.0
GSK3beta inhib	1	0
HSF1 activator	-1	-15
AI-2 QS modul	3	34
HSP90 inh	1	3
